CHRM5 PAM: positive allosteric modulators of human muscarinic M5 receptor; P08912; CHO-K1 hM5, Fluo-8 calcium, ACh EC20 PAM; 0% = ACh EC20, 100% = ACh EC100; activation, % at 3 µM; 360,000 tested, 0.3% active; AID 624038;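 active = activation above the run cutoff, the mean activation of all test compounds plus 3 SD, cut at about 18% in these data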
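System – CHO-K1 hM5 cells · Compound – 3 µM, single dose · Incubation – compound preincubation 140 s before EC20 acetylcholine addition · Technique – Fluo-8 calcium fluorescence · Measure – Max/basal fluorescence ratio as % of EC20–EC100 ACh window · Benchmarks – low control EC20 acetylcholine (0%), high control EC100 acetylcholine (100%) · Replication – singlicate, one well per test compound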
M4 antag: CHRM4 antagonism in calcium assay. P08173. AID 624125. inhibition, % at 3 µM. 360,000 tested, 0.73% active. CHO-hM4 cells, ACh EC80, Fluo-8 calcium fluorescence;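 active = inhibition above its plate's cutoff, the mean inhibition of sample wells plus 3 SD, cut at about 27% in these data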;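 note: 0% = acetylcholine EC80 with DMSO and 100% = DMSO without agonist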
Target sequence (P08173 whole entry, looked up): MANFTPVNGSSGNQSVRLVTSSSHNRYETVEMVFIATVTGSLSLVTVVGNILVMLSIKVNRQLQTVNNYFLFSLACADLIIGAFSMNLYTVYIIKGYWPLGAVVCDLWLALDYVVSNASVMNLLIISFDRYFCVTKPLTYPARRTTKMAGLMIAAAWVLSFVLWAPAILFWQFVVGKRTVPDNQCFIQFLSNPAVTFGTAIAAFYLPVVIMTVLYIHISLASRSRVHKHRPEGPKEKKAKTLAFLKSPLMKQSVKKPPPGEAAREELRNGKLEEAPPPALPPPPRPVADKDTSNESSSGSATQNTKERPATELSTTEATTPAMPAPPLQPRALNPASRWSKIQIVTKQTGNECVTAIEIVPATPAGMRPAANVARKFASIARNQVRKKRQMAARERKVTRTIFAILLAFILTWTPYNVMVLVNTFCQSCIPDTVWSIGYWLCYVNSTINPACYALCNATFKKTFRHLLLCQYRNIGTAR
M5 antag: CHRM5 antagonism in calcium assay | P08912 | 360,000 tested, 0.59% active | inhibition, % at 3 µM | CHO-hM5 cells, Fluo-8 calcium fluorescence, ACh EC80 | AID 624040;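 active = inhibition above a per-plate cutoff, the mean of that plate's test compounds plus 3 SD, cut at about 27% in these data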;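 note: 0% = acetylcholine EC80 with DMSO and 100% = DMSO without agonist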
CRFR2-BP ag: agonists of human CRF-binding protein/CRF-R2 receptor complex. 350,000 tested, 0.46% active. activation, % at 13.2 µM. HEK293 CRF-R2/CRF-BP, calcium dye fluorescence (FLIPR); percent of saturating CRF peptide response;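 active = activation of at least 50%, plus an integration ratio under a set limit after plate pattern correction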;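 note: plate controls were neutral control wells without compound for no effect and CRF at EC100 for full effect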
M1 antag: human CHRM1 antagonism | P11229 | AID 588852 | 360,000 tested, 1.3% active | inhibition, % at 3 µM | CHO-K1 hM1, Fluo-8 calcium fluorescence, ACh EC80 antagonist;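 active = percent inhibition above its own plate's cutoff, namely the mean of that plate's compound wells plus 3 SD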;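 note: peak over basal fluorescence ratio during 140 s after agonist addition; 0% = ACh EC80 plus DMSO and 100% = DMSO alone without agonist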
Target sequence (P11229 whole entry, looked up): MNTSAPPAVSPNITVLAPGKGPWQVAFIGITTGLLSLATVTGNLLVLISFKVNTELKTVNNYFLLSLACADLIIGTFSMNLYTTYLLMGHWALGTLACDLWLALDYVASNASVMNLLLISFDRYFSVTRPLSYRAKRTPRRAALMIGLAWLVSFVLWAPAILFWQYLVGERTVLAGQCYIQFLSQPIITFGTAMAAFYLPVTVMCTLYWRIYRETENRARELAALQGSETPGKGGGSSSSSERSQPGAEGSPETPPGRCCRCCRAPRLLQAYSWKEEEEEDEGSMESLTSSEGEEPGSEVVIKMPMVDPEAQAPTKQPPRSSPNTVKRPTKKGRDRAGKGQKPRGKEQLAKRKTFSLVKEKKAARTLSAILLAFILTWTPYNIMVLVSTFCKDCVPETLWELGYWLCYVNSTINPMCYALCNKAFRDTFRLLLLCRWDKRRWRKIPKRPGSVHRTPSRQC
M4 ag: agonists of human muscarinic M4 receptor (CHRM4). P08173. CHO-K1 hM4/Gqi5, Fluo-8 calcium fluorescence; vehicle 0%, full acetylcholine response 100%. activation, % at 3 µM. 360,000 tested, 0.14% active. AID 624127;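 active = activation above the run mean over all test wells plus 3 SD, cut at about 32% in these data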;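 note: peak over basal fluorescence ratio per well then scaled between controls; 0% = DMSO wells and 100% = acetylcholine at EC100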
CHRM4 PAM: positive allosteric modulators of human muscarinic M4 receptor; CHO-K1 hM4/Gqi5, Fluo-8 calcium fluorescence, ACh EC20; 0% = ACh EC20, 100% = maximal ACh; activation, % at 3 µM; AID 624126; 360,000 tested, 0.4% active;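 active = activation above its plate's cutoff, the mean activation of sample wells plus 3 SD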; note: some results filed as inactive read as strong as hits
CHRM1 PAM: positive allosteric modulators of human M1 muscarinic receptor | AID 588819 | 360,000 tested, 0.088% active | activation, % at 3 µM | P11229 | CHO-K1 hM1, Fluo-8 calcium fluorescence, ACh EC20; 0% = ACh EC20, 100% = maximal ACh; in the data active = activation above about 19%, passing the limit was not always enough
CHRM5 agonist: CHRM5 agonism in calcium assay; P08912; CHO-K1 hM5 cells, Fluo-8 calcium fluorescence; 0% DMSO wells, 100% maximal acetylcholine response; activation, % at 3 µM; 360,000 tested, 0.19% active; AID 624037;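 active = activation above the run's mean over test compounds plus 3 SD, cut at about 23% in these data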;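 note: signal is peak over basal fluorescence ratio across the kinetic read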
Numbers without * were called inactive.

O=C1N=C(N2CCOCC2)S/C1=C\c1cccnc1 was read as CHRM5 PAM -1, M4 antag -1, M5 antag 2, CRFR2-BP ag -1.1, M1 antag -4, M4 ag 1, CHRM4 PAM -3, CHRM1 PAM 2 and CHRM5 agonist -1.
For CCN(C(=O)COC(=O)c1cc2c(s1)CCCC2)c1c(N)n(Cc2ccccc2)c(=O)[nH]c1=O the results were CHRM5 PAM -1, M4 antag 4, M5 antag 0, CRFR2-BP ag 5.5, M1 antag -6, M4 ag 1, CHRM4 PAM 9, CHRM1 PAM 8 and CHRM5 agonist -3.
For CN(C)CCN(Cc1ccccc1)C(c1ccnc2ccccc12)c1nnnn1-c1ccc2c(c1)OCCO2 (stereo not drawn) the results were CHRM5 PAM -9, M4 antag 5, M5 antag 6, M4 ag 3, CHRM4 PAM -1 and CHRM5 agonist -2.
Cc1ccc(/C=N/c2sc3c(c2C#N)CCC3)s1 was read as CHRM5 PAM 1, M4 antag -2, M5 antag 1, CRFR2-BP ag -1.5, M1 antag -10, M4 ag 0, CHRM4 PAM 14, CHRM1 PAM 8 and CHRM5 agonist 0.
`CCc1nonc1NC(=O)c1oc2c(C)c(C)ccc2c1C` gave CHRM5 PAM -5, M4 antag 10, M5 antag -1, CRFR2-BP ag 0.4, M1 antag -8, M4 ag -1, CHRM4 PAM -10, CHRM1 PAM 0 and CHRM5 agonist -8.
Screening COCCCN(C(=O)Nc1ccc(C)c(C)c1)C(C)c1ccccn1 (stereo not drawn) returned CHRM5 PAM -5, M4 antag -1, M5 antag -2, CRFR2-BP ag 1.2, M1 antag -1, M4 ag 0, CHRM4 PAM 0, CHRM1 PAM 2 and CHRM5 agonist -1.
Screening COc1ccc(CN2CCNC(=O)C2CC(=O)N(C)Cc2cc(C)no2)cc1OC (stereo not drawn) returned CHRM5 PAM -2, M4 antag 2, M5 antag -1, CRFR2-BP ag 4.9, M1 antag -15, M4 ag 0, CHRM4 PAM -1, CHRM1 PAM 7 and CHRM5 agonist -1.
Screening Cc1ccc(S(=O)(=O)CC(=O)c2cc(C)c(O)c(C)c2)cc1 returned CHRM5 PAM -2, M4 antag -5, M5 antag 11, CRFR2-BP ag -0.5, M1 antag -7, M4 ag 2, CHRM4 PAM -3, CHRM1 PAM 7 and CHRM5 agonist 2.
`CCOc1ccc(NS(=O)(=O)c2cccc(C(=O)N(C)Cc3ccco3)c2)cc1` gave CHRM5 PAM -4, M4 antag -3, M5 antag 0, CRFR2-BP ag 1.8, M1 antag 7, M4 ag 4, CHRM4 PAM -2, CHRM1 PAM -4 and CHRM5 agonist 2.
Screening CC(C)(CNc1ccc(C(F)(F)F)cc1[N+](=O)[O-])N1CCOCC1 returned CHRM5 PAM 0, M4 antag -3, M5 antag -11, CRFR2-BP ag -0.8, M1 antag 5, M4 ag 1, CHRM4 PAM 1, CHRM1 PAM -4 and CHRM5 agonist -5.

Next section; the last three above are carried over.
Screening Cc1ccc(S(=O)(=O)CC(=O)c2cc(C)c(O)c(C)c2)cc1 returned CHRM5 PAM -2, M4 antag -5, M5 antag 11, CRFR2-BP ag -0.5, M1 antag -7, M4 ag 2, CHRM4 PAM -3, CHRM1 PAM 7 and CHRM5 agonist 2.
`CCOc1ccc(NS(=O)(=O)c2cccc(C(=O)N(C)Cc3ccco3)c2)cc1` gave CHRM5 PAM -4, M4 antag -3, M5 antag 0, CRFR2-BP ag 1.8, M1 antag 7, M4 ag 4, CHRM4 PAM -2, CHRM1 PAM -4 and CHRM5 agonist 2.
Screening CC(C)(CNc1ccc(C(F)(F)F)cc1[N+](=O)[O-])N1CCOCC1 returned CHRM5 PAM 0, M4 antag -3, M5 antag -11, CRFR2-BP ag -0.8, M1 antag 5, M4 ag 1, CHRM4 PAM 1, CHRM1 PAM -4 and CHRM5 agonist -5.
`CCOc1ccccc1CN1CCNC(=O)C1CC(=O)NC1CCCCC1` (stereo not drawn) gave CHRM5 PAM 8, M4 antag -3, M5 antag -10, CRFR2-BP ag -2.1, M1 antag 3, M4 ag 0, CHRM4 PAM 6, CHRM1 PAM 0 and CHRM5 agonist 0.
Screening Cc1cc(C)n(-c2nnc3n2N=C(c2c[nH]c4ccccc24)CS3)n1 returned CHRM5 PAM 2, M4 antag 7, M5 antag -3, CRFR2-BP ag -1.4, M1 antag -1, M4 ag 3, CHRM4 PAM -2, CHRM1 PAM 3 and CHRM5 agonist 1.
`CC(C)C1C(=O)N(Cc2cn(CC3CCCCC3)nn2)CCS(=O)(=O)N1Cc1ccc(-c2ccccc2)cc1` (stereo not drawn) gave CHRM5 PAM 3, M4 antag -15, M5 antag 0, CRFR2-BP ag 3.9, M1 antag 1, M4 ag 1, CHRM4 PAM 3, CHRM1 PAM 2 and CHRM5 agonist 0.
Screening COc1ccc2cc(CCNC(=O)c3ccc4c(c3)OCO4)c(=O)[nH]c2c1 returned CHRM5 PAM -6, M4 antag -8, M5 antag 6, CRFR2-BP ag -0.8, M1 antag -9, M4 ag 4, CHRM4 PAM 2, CHRM1 PAM 6 and CHRM5 agonist 2.
Screening Cc1ccc(S(=O)(=O)N(CC(=O)NC2CCCCCC2)c2ccccc2F)cc1 returned CHRM5 PAM 1, M4 antag -7, M5 antag -2, CRFR2-BP ag 0.0, M1 antag -2, M4 ag 0, CHRM4 PAM 8, CHRM1 PAM 4 and CHRM5 agonist 3.
CC(Oc1ccc2c(-c3ccccc3)cc(=O)oc2c1)C(=O)NCCCN1CCOCC1 (stereo not drawn) was read as CHRM5 PAM 0, M4 antag 10, M5 antag 10, CRFR2-BP ag -1.0, M1 antag 4, M4 ag 0, CHRM4 PAM 0, CHRM1 PAM -4 and CHRM5 agonist -6.
Screening CCN(c1cccc2ccccc12)S(=O)(=O)c1ccc(Cl)nc1 returned CHRM5 PAM -3, M4 antag -11, M5 antag -5, CRFR2-BP ag -4.2, M1 antag 3, M4 ag -3, CHRM4 PAM -8, CHRM1 PAM -2 and CHRM5 agonist -8.
Screening CC(C)(C)n1nc2c(c1NC(=O)c1ccc([N+](=O)[O-])cc1)CS(=O)(=O)C2 returned CHRM5 PAM 4, M4 antag -8, M5 antag 3, CRFR2-BP ag -0.9, M1 antag -17, M4 ag 2, CHRM4 PAM 4, CHRM1 PAM 7 and CHRM5 agonist -3.
For O=S(=O)(c1cccc(-c2n[nH]c(=S)o2)c1)N1CCOCC1 the results were CHRM5 PAM -6, M4 antag 2, M5 antag 14, CRFR2-BP ag 1.7, M1 antag -9, M4 ag 0, CHRM4 PAM -7, CHRM1 PAM 5 and CHRM5 agonist -3.
For N#CC1=C(N)OC2=C(CCc3ccccc32)C1c1ccccc1 (stereo not drawn) the results were CHRM5 PAM -7, M4 antag 1, M5 antag -7, CRFR2-BP ag -0.1, M1 antag 1, M4 ag 1, CHRM4 PAM -10, CHRM1 PAM -17 and CHRM5 agonist -8.
For Cc1ccsc1C1C=C(c2cccc(Br)c2)Nc2ncnn21 (stereo not drawn) the results were CHRM5 PAM 1, M4 antag 2, M5 antag 4, CRFR2-BP ag 30, M1 antag 14, M4 ag 6, CHRM4 PAM -9, CHRM1 PAM -5 and CHRM5 agonist 4.
CCCC1NC(=O)c2cccnc2-n2c1nc1cc(F)c(F)cc1c2=O (stereo not drawn) was read as CHRM5 PAM -2, M4 antag -13, M5 antag 5, CRFR2-BP ag 3.0, M1 antag -17, M4 ag 1, CHRM4 PAM 6, CHRM1 PAM 3 and CHRM5 agonist -2.
For O=C(COc1ccc(Cl)cc1Br)NC(=O)NCc1ccccc1 the results were CHRM5 PAM -3, M4 antag 1, M5 antag 7, CRFR2-BP ag 3.7, M1 antag 1, M4 ag 1, CHRM4 PAM -2, CHRM1 PAM 7 and CHRM5 agonist -1.
Screening CN1CCN(C2=C(NS(=O)(=O)c3ccccc3)C(=O)c3ccccc3C2=O)CC1 returned CHRM5 PAM -5, M4 antag 3, M5 antag 18, CRFR2-BP ag -2.5, M1 antag -11, M4 ag 1, CHRM4 PAM 0, CHRM1 PAM 2 and CHRM5 agonist -3.
Screening O=C(COC(=O)c1ccccc1O)NC(=O)c1ccc(OC(F)F)cc1 returned CHRM5 PAM 1, M4 antag 9, M5 antag 7, CRFR2-BP ag -0.1, M1 antag 2, M4 ag 1, CHRM4 PAM -2, CHRM1 PAM 0 and CHRM5 agonist 2.
`Cc1ccccc1-c1nnc(SC(C)C(=O)NC2CCCC2)o1` (stereo not drawn) gave CHRM5 PAM 3, M4 antag 2, M5 antag 1, CRFR2-BP ag 4.1, M1 antag 5, M4 ag 0, CHRM4 PAM 1, CHRM1 PAM -3 and CHRM5 agonist 1.
NC(=O)C1CCN(C(=O)c2ccc(Cl)c(S(=O)(=O)NCc3ccco3)c2)CC1 was read as CHRM5 PAM 10, M4 antag -16, M5 antag -10, CRFR2-BP ag -0.6, M1 antag -16, M4 ag 1, CHRM4 PAM 17, CHRM1 PAM 23 and CHRM5 agonist 0.
Screening COc1ccccc1N(CCC#N)C(=O)CSc1ccc2c(c1)OCCO2 returned CHRM5 PAM -3, M4 antag 1, M5 antag 3, CRFR2-BP ag -1.3, M1 antag 3, M4 ag 4, CHRM4 PAM 0, CHRM1 PAM 1 and CHRM5 agonist 1.
Screening O=C(c1ccccc1Br)N1CCN(c2ncccn2)CC1 returned CHRM5 PAM 1, M4 antag -8, M5 antag 0, CRFR2-BP ag -0.6, M1 antag -23, M4 ag 1, CHRM4 PAM 0, CHRM1 PAM 18 and CHRM5 agonist -5.
CCOC(=O)c1c(C)c(C(=O)NCc2ccccc2OC)c(C)n1C was read as CHRM5 PAM -1, M4 antag 2, M5 antag 6, CRFR2-BP ag 5.7, M1 antag -4, M4 ag 1, CHRM4 PAM 12, CHRM1 PAM 3 and CHRM5 agonist 1.
Screening COC(=O)c1cc(S(=O)(=O)NCC2CCN(Cc3cc(C)ccc3C)CC2)c[nH]1 returned CHRM5 PAM 0, M4 antag 6, M5 antag 6, CRFR2-BP ag -0.2, M1 antag -5, M4 ag 0, CHRM4 PAM -9, CHRM1 PAM -9 and CHRM5 agonist -10.
`COc1ccccc1CC(=O)NCc1csc(-c2cccs2)n1` gave CHRM5 PAM 4, M4 antag 2, M5 antag 6, CRFR2-BP ag -0.9, M1 antag -9, M4 ag 2, CHRM4 PAM -1, CHRM1 PAM 15 and CHRM5 agonist 0.
`O=C1c2[nH]nc(-c3ccccc3O)c2C(c2cccc(O)c2)N1Cc1ccco1` (stereo not drawn) gave CHRM5 PAM 6, M4 antag -2, M5 antag 0, CRFR2-BP ag 1.6, M1 antag -2, M4 ag -2, CHRM4 PAM 20, CHRM1 PAM 2 and CHRM5 agonist -1.
For CCOc1ccccc1NC(=O)COC(=O)c1cc(C)oc1C the results were CHRM5 PAM -1, M4 antag -1, M5 antag 8, CRFR2-BP ag -1.2, M1 antag -4, M4 ag 1, CHRM4 PAM -2, CHRM1 PAM 4 and CHRM5 agonist 0.
For Cn1c(-c2cccc([N+](=O)[O-])c2)[n+](C)c2ccccc21 the results were CHRM5 PAM -3, M4 antag -9, M5 antag 1, CRFR2-BP ag 0.4, M1 antag -11, M4 ag 1, CHRM4 PAM 5, CHRM1 PAM 5 and CHRM5 agonist -4.
Screening COC(=O)c1cc(Cl)c(NC(=O)/C=C/c2ccc(Cl)cc2)cc1OC returned CHRM5 PAM 3, M4 antag -6, M5 antag -7, CRFR2-BP ag 7.4, M1 antag -4, M4 ag 2, CHRM4 PAM 4, CHRM1 PAM 4 and CHRM5 agonist -3.

Assay outcomes as filed in PubChem.
